Compound activity: PubChem BioAssay, ICCB-Longwood Screening Facility, Harvard Medical School
PV pol inh: poliovirus RNA polymerase inhibition | P03300 | poliovirus polymerase elongation, fluorescence polarization; active compounds read low | % elongation, % (compound at 16.7 µg/mL) | hit rate 0.66% among 150,000 | AID 588519; in the data active = % elongation below about 90%; also: some results filed as inactive read as strong as hits
Target sequence (P03300 1749-2209 limits assumed): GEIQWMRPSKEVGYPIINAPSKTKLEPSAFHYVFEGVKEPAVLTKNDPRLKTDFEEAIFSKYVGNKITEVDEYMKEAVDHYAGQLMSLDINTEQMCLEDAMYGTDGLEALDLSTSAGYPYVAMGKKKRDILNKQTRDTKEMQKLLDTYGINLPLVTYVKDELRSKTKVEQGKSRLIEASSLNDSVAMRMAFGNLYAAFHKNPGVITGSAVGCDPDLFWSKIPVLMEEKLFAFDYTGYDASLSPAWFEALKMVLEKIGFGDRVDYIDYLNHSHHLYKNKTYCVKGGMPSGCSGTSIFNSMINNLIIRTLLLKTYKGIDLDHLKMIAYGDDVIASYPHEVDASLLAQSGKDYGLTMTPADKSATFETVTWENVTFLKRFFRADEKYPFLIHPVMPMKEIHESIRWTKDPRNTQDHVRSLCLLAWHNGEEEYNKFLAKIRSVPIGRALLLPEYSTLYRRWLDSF
PV pol inh FP z-score: also measured in PV pol inh; calls as there; z-score; measured here: FP z-score; hits read low
Numbers without * were called inactive.

cpd	smiles	PV pol inh	PV pol inh FP z-score
1	O=C(O)c1cnn(-c2ccccc2)c1	100.0	-0.3
2	COc1ccc(-n2nc3ccc(NC(=O)c4ccc(-c5ccccc5)cc4)cc3n2)cc1	101.0	-0.3
3	COCCCn1c(-c2c(C)oc3ccccc23)cs/c1=N\S(=O)(=O)c1ccccc1	103.0	0.2
4	Cc1c(C(=O)N(C)C)sc2c1c(=O)n(Cc1ccccc1)c(=O)n2Cc1ccccc1C#N	104.0	0.9
5	CC(C)c1ccc(NC(=O)c2ccc(Cn3nc(N4CCN(c5ccccc5)CC4)ccc3=O)o2)cc1	100.0	-1.5
6	Nc1cc2c(cc1C(=O)O)OCO2	101.0	0
7	O=C(O)/C=C/c1ccc(-n2ccnc2)cc1	103.0	0.1
8	CC1(C)CC(=O)C2=C(C1)NC1=C(C2)C(=O)CC(C)(C)C1	97.0	-0.3
9	CC(=O)Nc1ccc(-c2nc3cc(Cl)ccc3c(=O)o2)cc1	99.0	-0.2
10	CC1=Nc2cc(C(=O)NC3CCCC3)ccc2Sc2ccc(Cl)cc21	108.0	0.4
11	CCc1nc2ccccc2n1CC(=O)Nc1ccccc1C#N	102.0	0.2
12	COC1CCCC(C(=O)Nn2c(C3CC3)nc3ccccc3c2=O)C1 (configuration not stated)	101.0	0.1

One compound at a time, as listed above:
`Nc1cc2c(cc1C(=O)O)OCO2` across the screens: PV pol inh = 101.0; PV pol inh FP z-score = 0
`Cc1c(C(=O)N(C)C)sc2c1c(=O)n(Cc1ccccc1)c(=O)n2Cc1ccccc1C#N` across the screens: PV pol inh = 104.0; PV pol inh FP z-score = 0.9

(next part)
cpd	smiles	PV pol inh	PV pol inh FP z-score
13	Cc1csc(=NC(C)C)n1/N=C/C(C)c1ccccc1 (configuration not stated)	108.0	0.7
14	CC1CCN(S(=O)(=O)c2ccc3c(c2)N(CC(=O)NC(C)C)C(=O)CO3)CC1	109.0	0.6
15	COc1ccc(-c2nc(C#N)c(N3CCCCC3)o2)cc1	101.0	0.1
16	COC(=O)CC1=C(C(=O)OC)C2(C(=O)Nc3ccc(F)cc32)C(C#N)=C(N)O1 (configuration not stated)	102.0	0.1
17	COc1ccc(-c2nc3ccccc3n2C)cc1OC	103.0	0.1
18	O=C(Nc1ccccc1)C1CC2c3ccccc3C1c1ccccc12 (configuration not stated)	106.0	0.2
19	CCc1cc2c(cc(C(=O)OC)n2Cc2cccc(OC)c2)s1	102.0	0.1
20	O=C(NCc1ccccc1)C(=O)NCC(c1ccco1)S(=O)(=O)c1ccc(Cl)cc1 (configuration not stated)	109.0	0.4
21	O=C(c1cc2ccc3cccnc3c2[nH]1)N1CCN(c2ccc(F)cc2)CC1	106.0	0.8
22	O=S(=O)(Nc1n[nH]c(C(F)(F)F)n1)c1ccccc1	101.0	-0.2
23	CCOc1ccc(CCNC(=O)CSCc2nc(-c3cccc(C)c3)oc2C)cc1OCC	107.0	0.3
24	COc1cccc(N2CC(NC(=O)c3cccs3)CC2=O)c1 (configuration not stated)	101.0	-1.3
25	CC1CCCCN1C(=O)CSc1nc2ccccc2c(=O)[nH]1 (configuration not stated)	98.0	-1.1
26	CCCCC(=O)N1CCN(c2ccc(C(=O)CC)cc2F)CC1	102.0	0.5
27	Cc1ccc(CCNC(=O)c2ccc3nc(N4CCC(C)CC4)sc3c2)cc1	105.0	-0.7
28	c1ccc(Nc2ccc(-n3ccnc3)nn2)cc1	103.0	0.2
29	Cc1ccc(CNC(=O)c2ccc3nc[nH]c3c2)cc1	101.0	0.6
30	COC(=O)c1cccc(CN2C(=O)SC(Nc3ccccc3C)C2=O)c1 (configuration not stated)	105.0	0
31	CCc1ccc(-c2nc3c(c(SCc4ccccc4F)n2)Cc2c(CO)cnc(C)c2O3)cc1	106.0	-0.1
32	Cc1ccc(Cl)cc1N1CCN(C(=O)c2ccc(CS(=O)(=O)c3ccc(Br)cc3)o2)CC1	103.0	-0.3
33	COc1ccc(OCCc2nnc(N)s2)cc1	103.0	0.4
34	O=C(Nc1ccc(Br)cc1)c1ccc(Br)c(S(=O)(=O)N2CCCCC2)c1	103.0	0.1
35	Cc1ccc(N2CC34C=CC(O3)C(C(=O)O)C4C2=O)cc1 (configuration not stated)	101.0	0
36	O=C(Nc1ccccc1)C(=S)NC1CCCC1	99.0	-0.8
37	CN1C(=O)CC(N2CCN(Cc3ccccc3)CC2)C1=O (configuration not stated)	99.0	-0.1
38	S=c1[nH]nc(Cc2ccsc2)n1Cc1ccccc1	106.0	0.3
39	CCc1ccc(/C=C2\Sc3ccccc3N(CC(=O)O)C2=O)cc1	101.0	-0.2
40	O=C(O)CCC(=O)c1ccc2c(c1)CCCC2	105.0	0.2
41	CC(=O)Nc1ccc(Nc2nc3ccc(C)cc3n3nnnc23)cc1	113.0	1
42	C=CCn1c(=NC(=O)c2ccco2)sc2cccc(OCC)c21	102.0	0.1
43	Cc1ccnc2nc(NC(=O)c3ccccc3Cl)nn12	104.0	-0.6
44	Cc1ccc(NC(=O)CN2C(=O)c3cccnc3Sc3ccccc32)c(Br)c1	107.0	0
45	O=C1/C(=C/c2ccco2)CCC1C1CCCC1 (configuration not stated)	101.0	0.3
46	Cc1nc2ccc(S(=O)(=O)N3CCCCC3)cc2s1	99.0	-0.2
47	O=C(NCc1ccc(F)cc1)c1c(O)nc2ccccn2c1=O	114.0	2.6
48	Cn1c(Cl)c(CN)c2ccccc21	105.0	0.2
49	CCNc1nc(N)c(C(=O)c2ccc(Cl)s2)s1	100.0	-0.9
50	O=C(CCC1CCCC1)Nc1ccc2c(c1)OCO2	100.0	-0.6
51	CCn1c(=O)n(CC)c2cc(N3CCCC3)c(NC(=O)Nc3cc(C)cc(C)c3)cc21	112.0	1.2
52	CC1(C)Cc2c(c(N3CCCCC3)nc3sc(C#N)c(N)c23)CO1	104.0	0.7
53	Cc1ccc(-c2nn(C)c(=O)c3ccccc23)cc1CNC(=O)CSc1nc2ccccc2s1	102.0	0.1
54	O=C(c1cccc([N+](=O)[O-])c1)N1c2nc(-c3ccco3)nn2C2(CCCCC2)[C@@H]2CCCC[C@@H]21	107.0	0.4
55	COc1cc2[nH]c(=O)n(CCCC(=O)N3CCN(c4cccc(C(F)(F)F)c4)CC3)c(=O)c2cc1OC	106.0	0.4
56	Cc1cc(NC(=O)C(F)(F)F)n(-c2ccccc2)n1	105.0	0.3
57	CSc1cccc(NC(=O)C2CCN(C(=O)c3cnn(-c4ccccc4)c3-n3cccc3)CC2)c1	103.0	-0.7
58	C=CCNC(=S)N1CCc2c([nH]c3ccccc23)C1C(F)(F)F (configuration not stated)	100.0	-0.4
59	COc1cc(NC(=O)C2=CC(c3ccc(F)cc3)=NS(=O)(=O)N2C)cc(OC)c1OC	110.0	0.1
60	COc1cccc(/C=C(\C#N)c2nc3ccccc3c(=O)[nH]2)c1OC	103.0	-0.2

Continued; it opens with the five that closed the last part.
cpd	smiles	PV pol inh	PV pol inh FP z-score
56	Cc1cc(NC(=O)C(F)(F)F)n(-c2ccccc2)n1	105.0	0.3
57	CSc1cccc(NC(=O)C2CCN(C(=O)c3cnn(-c4ccccc4)c3-n3cccc3)CC2)c1	103.0	-0.7
58	C=CCNC(=S)N1CCc2c([nH]c3ccccc23)C1C(F)(F)F (configuration not stated)	100.0	-0.4
59	COc1cc(NC(=O)C2=CC(c3ccc(F)cc3)=NS(=O)(=O)N2C)cc(OC)c1OC	110.0	0.1
60	COc1cccc(/C=C(\C#N)c2nc3ccccc3c(=O)[nH]2)c1OC	103.0	-0.2
61	CCC(SC1=NCCS1)C(=O)Nc1nnc(-c2ccccc2OC)s1 (configuration not stated)	100.0	-0.3
62	CCOc1cccc(=O)c2c(C)n(Cc3ccco3)c(C)c12	121.0	4.6
63	N#C/C(=C\c1cn(CC(=O)NCC2CCCO2)c2ccccc12)C(=O)N1CCCC1 (configuration not stated)	102.0	0.1
64	CCn1c2ccccc2c2cc(NC3=NC(C)(C)CS3)ccc21	106.0	0.5
65	O=C(CNCc1ccco1)Nc1cccc(OC(F)(F)F)c1	101.0	0.1
66	Cc1cccc(NC(C)C(=O)N/N=C/c2ccc(O)cc2)c1 (configuration not stated)	100.0	-0.3
67	Cc1ccc(CSc2ncnc3sc4c(c23)CCC4)cc1	103.0	0.2
68	COc1ccc(Cn2c(C(=O)O)c(CNCc3cccs3)c3ccc(C)cc32)cc1	104.0	-0.8
69	Cn1c(SCc2cccc(F)c2)nc2c([nH]c3ccccc32)c1=O	102.0	-1.1
70	CCOc1ccc(-c2nonc2NC(=O)c2ccco2)cc1	97.0	-2.3
71	CN1CCC2(N3CCOCC3)C(C1)N=NN2c1cc(C(F)(F)F)cc(C(F)(F)F)c1 (configuration not stated)	105.0	0.4
72	N#Cc1cccc(OC(=O)c2ccccc2)c1	99.0	-0.1

(listing goes on)
Every second line gives: PV pol inh, PV pol inh FP z-score
(73) COc1ccccc1-c1cc2nc(C)c(CCC(=O)NCc3cccc(Cl)c3)c(C)n2n1
    104.0, -0.8
(74) S=C(Nc1cccc(Cl)c1)N1CCc2ccccc2C1
    110.0, 0.7
(75) O=C(Nc1ccc(N2CCCCC2)cc1)c1ccc2c(c1)OCO2
    102.0, 0.2
(76) COC(=O)c1cc(S(=O)(=O)NCc2cccs2)c[nH]1
    104.0, 0.9
(77) COc1ccc(N2CC(NC(=O)C3CCCCC3)CC2=O)cc1OC (configuration not stated)
    105.0, -0.5
(78) NC(=S)Nn1c(CCC(=O)O)ccc1-c1cccs1
    99.0, -0.8
(79) Cc1nc(-c2ccc(S(=O)(=O)Nc3ccc(C#N)cc3)cc2)co1
    103.0, -0.9
(80) CC(C)(C)c1ccc(S(=O)(=O)N2CCN(Cc3noc(CCC(=O)N4CCCCC4)n3)CC2)cc1
    104.0, -0.8
(81) COc1cccc(OC)c1C(=O)N[C@@H]1C(=O)N2[C@@H]1SC(C)(C)[C@@H]2C(=O)O
    100.0, 0
(82) COc1ccc(C(=O)Oc2c(Sc3ccccc3)c(C)nn2-c2ccccc2)c(OC)c1
    105.0, 0.1
(83) CCC(Sc1nc2cc3c(cc2c(=O)n1Cc1ccco1)OCO3)C(=O)NCc1ccc(C)cc1 (configuration not stated)
    103.0, 0.3
(84) Brc1ccc(CN2CCc3nc(Nc4ccccc4)ncc3C2)s1
    103.0, -0.5
(85) CN(c1ccnc(C(=O)N2CCOCC2)c1)S(=O)(=O)c1ccccc1
    100.0, -0.2
(86) O=C(c1cc(F)cc2c1OCOC2)N1CCN(C2c3ccccc3-c3ccccc32)CC1
    101.0, -0.2
(87) CC1(C)Cc2c(sc(NC(=O)C(c3ccccc3)c3ccccc3)c2C#N)CO1
    100.0, -0.3
(88) Cc1ccc(C(=O)N/C(=C\c2ccco2)C(=O)N2CCCC2)cc1
    111.0, 0.6
(89) COC(=O)c1sc2ccccc2c1NC(=O)c1ccc(S(=O)(=O)N(C)c2ccccc2)cc1
    103.0, 0.4
(90) CC(C)(C)c1cc(NC(=O)Nc2ccc(Cl)cc2Cl)no1
    101.0, -0.2
(91) O=C(NN1CC(=O)N(C(c2ccccc2)c2ccccc2)C1=O)c1ccncc1
    102.0, 0
(92) COP1(=S)C2=C(N3CCCC3)CCCC2=NN1c1ccccc1 (configuration not stated)
    99.0, -0.3
(93) CCN(C(=O)c1ccc2c(c1)OCO2)C12CC3CC(CC(C3)C1)C2
    97.0, -1.2
(94) Cc1ccc(NC(=O)CN2C(=O)CSc3ccc(S(=O)(=O)N4CCCC4)cc32)cc1F
    123.0, 0.9
(95) O=C1CC(Cc2ccccc2)C(=O)N1c1ccc(Cl)cc1 (configuration not stated)
    99.0, -0.3
(96) Cc1nc2nc(CC(=O)N3CCC(C)CC3)nn2c(C)c1Cl
    100.0, -0.6
(97) N#Cc1ccc(Cl)cc1NC(=O)CSc1nnc(-c2ccc(OC(F)F)cc2)n1N
    104.0, 0
(98) Cc1ccc(-c2csc(-c3nnn(-c4ccc(C)c(C)c4)c3N)n2)cc1
    27.0*, -14*
(99) O=S(=O)(/C=C/c1ccccc1)N1CCN(Cc2coc(-c3cccs3)n2)CC1
    105.0, 0.3
(100) CSc1ccc(CCNC(=O)c2ccc3c(c2)c(C)c(C)n3Cc2ccc(F)cc2)cc1
    104.0, -0.5
(101) Cc1ccc(C=Nc2ccc(Oc3ccccc3)cc2)s1
    106.0, 0.3
(102) Cc1ccc(S(=O)(=O)c2cn(Cc3ccccc3Cl)c3ccc(F)cc3c2=O)cc1
    102.0, -0.6
(103) NS(=O)(=O)c1cccc(S(=O)(=O)c2ccc(Cl)c(Cl)c2)c1
    99.0, -0.2
(104) CC(=O)N1CCc2cc(CNS(=O)(=O)c3ccc(F)cc3)ccc21
    112.0, 1.1
(105) c1ccc(CCCN2CCNCC2)cc1
    105.0, 0.2
(106) NC(=O)Cn1cnc2c(nnn2Cc2ccccc2)c1=O
    100.0, -0.2
(107) CC(=O)Nc1ccc(C(=O)OCC(=O)N2CCCC2)cc1
    100.0, -0.6
(108) CCCN(CCC)C(=O)Cn1c(=O)n(-c2ccc(C)cc2)c(=O)c2ccc(C(=O)NCc3ccccc3Cl)cc21
    103.0, -0.1
(109) Cc1[nH]n(-c2ccc(Cl)cc2)c(=O)c1C=O
    100.0, 0
(110) Clc1ccccc1N1CCN(CC2CC=CCC2)CC1 (configuration not stated)
    99.0, -0.7
(111) CN(C)CCN(C)CC1CC=CCC1 (configuration not stated)
    99.0, -0.5
(112) Cc1ccc(C)c(-n2cc(-c3ccccc3)nc2SCC(=O)Nc2ccccc2)c1
    111.0, 0.8
(113) O=C(N/N=C/c1ccc(O)c(O)c1O)c1ccc(CSc2nc3ccccc3o2)cc1
    107.0, 0.8
(114) COC(=O)c1ccc(CSc2nc3ccncc3n2Cc2ccc(F)cc2)cc1
    114.0, 1
(115) COCCNC(=O)Cn1cc(C(=O)C(F)(F)F)c2ccccc21
    100.0, -0.4

These rows are one share of the data. The share of hits here may be higher or lower than overall.
